# S100A4 inh HTS: S100A4-myosin IIA interaction inhibition; P26447; actives 0.14% (n = 360,000); inhibition, % at 10.7 µM; S100A4/TAMRA-MyoIIA peptide fluorescence polarization;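 active = mean inhibition of at least 70% across replicates, with every replicate also reaching that level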
# Target sequence (P26447 whole entry, looked up): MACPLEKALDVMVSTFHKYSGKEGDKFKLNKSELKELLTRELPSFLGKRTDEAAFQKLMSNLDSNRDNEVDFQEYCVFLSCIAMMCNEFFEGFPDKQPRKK
#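 Material: S100A4 monomer protein | Medium: HEPES pH 7.2 with CaCl2, KCl, NaCl, DTT, Triton | Reagent: Labelled myosin peptide probe, 5 nM | Doses: One dose per compound | Times: 5 min incubation before reading | Benchmarks: Neutral control DMSO, positive control TFP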
# PAX8 reporter: lowers PAX8-driven luciferase in RMG-I cells | RMG-I TPO-luciferase reporter, SteadyGlo, 24 h | inhibition, % at 12.6 µM | actives 1.2% (n = 360,000) | AID 652154;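 active = mean replicate inhibition at least 60% with every replicate also reaching 60%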;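 note: luciferase light reporting Pax8 driven TPO promoter activity; plate controls were median of neutral control wells for no effect and mitoxantrone controls for full effect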
# PGC1a acetyl inh: lowers PGC1a acetylation signal in U2OS cells; inhibition, % at 15.6 µM; AlphaScreen anti-acetyl-lysine; with virally co-expressed GCN5 acetyltransferase; actives 0.17% (n = 350,000);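 active = every replicate shows inhibition of at least 40%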;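 note: 0% = neutral control wells and 100% = positive control wells; some results beyond the cut were filed as inactive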
# FN deposition inh: fibronectin deposition inhibition. AH1F fibroblasts, Alexa488-fibronectin deposition fluorescence, overnight. inhibition, % at 12.6 µM. actives 0.086% (n = 350,000). AID 743247;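 active = mean inhibition across replicates of 30% or more, regardless of how many single replicates reach that level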;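 note: positive control wells lacked labelled fibronectin entirely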
#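 Material: AH1F fibroblast monolayer depositing Alexa488-labelled fibronectin into matrix | Input: 10000 AH1F cells/well | Medium: DMEM plus 2% serum, read in PBS | Reagent: Alexa488-fibronectin, 24 nM final in well | Compound dosing: One dose per compound, pinned | Schedule: 1 h adhesion, overnight exposure | Measured by: Fluorescence at 485 nm excitation, 525 nm emission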
# ERAP1 inh: inhibitors of human ERAP1 aminopeptidase. recombinant ERAP1, Leu-AMC fluorescence, 60 min. inhibition, % at 10.7 µM. actives 0.15% (n = 340,000). AID 652197;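 active = mean replicate inhibition of at least 30%, or all replicates individually reaching that 30% level; inactive = mean below 30% and not every replicate reaching it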;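 note: 0% = neutral control wells and 100% = L-leucinethiol positive control wells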
# Target sequence (Q9NZ08 whole entry, looked up): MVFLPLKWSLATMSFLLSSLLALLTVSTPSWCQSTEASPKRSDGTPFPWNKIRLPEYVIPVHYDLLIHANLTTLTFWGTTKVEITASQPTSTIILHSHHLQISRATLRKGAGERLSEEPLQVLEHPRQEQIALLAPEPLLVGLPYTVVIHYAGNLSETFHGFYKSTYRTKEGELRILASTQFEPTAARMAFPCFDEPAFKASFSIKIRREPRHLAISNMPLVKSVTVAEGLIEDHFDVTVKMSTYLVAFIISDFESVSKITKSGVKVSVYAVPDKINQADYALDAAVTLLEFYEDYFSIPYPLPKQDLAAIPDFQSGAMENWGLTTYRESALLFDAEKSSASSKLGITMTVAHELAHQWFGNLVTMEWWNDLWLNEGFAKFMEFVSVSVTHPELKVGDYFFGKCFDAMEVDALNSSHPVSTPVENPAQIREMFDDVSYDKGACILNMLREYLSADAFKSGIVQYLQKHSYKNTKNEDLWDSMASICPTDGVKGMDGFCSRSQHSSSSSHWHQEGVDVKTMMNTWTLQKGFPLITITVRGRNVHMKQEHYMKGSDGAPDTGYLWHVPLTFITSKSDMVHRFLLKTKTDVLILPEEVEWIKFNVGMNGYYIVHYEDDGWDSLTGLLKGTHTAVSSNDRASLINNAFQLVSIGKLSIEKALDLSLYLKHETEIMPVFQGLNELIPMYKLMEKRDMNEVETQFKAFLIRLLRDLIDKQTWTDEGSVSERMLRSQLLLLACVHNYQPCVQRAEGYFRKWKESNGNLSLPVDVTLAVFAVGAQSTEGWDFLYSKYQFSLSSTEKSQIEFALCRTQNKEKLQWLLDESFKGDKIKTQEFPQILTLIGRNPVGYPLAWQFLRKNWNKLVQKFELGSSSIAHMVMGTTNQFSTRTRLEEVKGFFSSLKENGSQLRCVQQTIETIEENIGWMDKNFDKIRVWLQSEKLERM
# LGR2 antag: inhibitors of bursicon-induced Drosophila LGR2 receptor cAMP signaling; HEK293 LGR2, CRE-luciferase, bursicon-stimulated, 4 h; inhibition, % at 9.99 µM; actives 0.35% (n = 380,000); AID 720647;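 active = drop in luminescence signal, shown as inhibition above about 50% in the replicate tests, limit read from the data, passing the limit was not always enough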;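 note: agonist challenge used bursicon conditioned medium at about half maximal strength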
# PglD inh: PglD (C. jejuni) enzyme inhibition; purified PglD enzyme, DTNB colorimetric CoA detection; inhibition, % at 12.5 µM; actives 0.098% (n = 360,000); AID 602405; in the data active = inhibition above about 16%, passing the limit was not always enough; note: strong numbers were not always called active
# EWS-Fli inh: EWS/Fli transcriptional activity inhibition; A673 NR0B1-luciferase reporter, viability-normalised; inhibition, % at 12.6 µM; actives 0.67% (n = 350,000);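 active = mean inhibition of at least 50% after viability correction, with every replicate also passing that limit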;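 note: firefly luciferase signal divided by Alamar Blue viability fluorescence both relative to DMSO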
# * marks the source's active call; other numbers are inactive results; . = not tested or not shown.
structure	S100A4 inh HTS	PAX8 reporter	PGC1a acetyl inh	FN deposition inh	ERAP1 inh	LGR2 antag	PglD inh	EWS-Fli inh
N#C[C@@H]1[C@H](c2ccc(C#CC3CCCC3)cc2)[C@@H](CO)N1C(=O)c1cccc(F)c1	-11	.	-5	-10	-1	18	.	11
CS(=O)(=O)N1CCN(Cc2cc(=O)n3ccsc3n2)CC1	2	14	6	-5	-2	-4	4	1
Cc1ccccc1NC(=O)CSCc1cc(=O)n2ccsc2n1	2	1	5	-9	-1	7	0	1
O=C(C1CCCCC1)N1CC(=O)N2[C@@H](CO)[C@@H](c3ccc(-c4cccnc4)cc3)[C@@H]2C1	-5	.	5	.	-2	-7	.	.
CC1=C(C(=O)N2CCOCC2)CC(CC(=O)NCCCN(C)C)C(=O)N1Cc1ccc(C(C)(C)C)cc1 (centres undefined)	-1	-5	5	0	-1	-1	-1	-2
O=C(Nc1cccc(N2C(=O)C3C4C=CC(C4)C3C2=O)c1)c1cccs1 (centres undefined)	-5	7	-24	13	0	-13	.	-3
CCS(=O)(=O)Nc1ccc2c(c1)C(=O)N(C)[C@@H]1CC[C@@H](CC(=O)N[C@@H]3CCN(Cc4ccccc4)C3)O[C@H]1CO2	.	-13	.	2	.	-4	2	2
CCN(CC)C(=O)c1ccc(Cc2cn(C)c3ccccc23)nc1	1	18	.	6	.	-5	8	1
CC(C)(C)OC(=O)N[C@H](C(=O)OC(C)(C)C)c1ccc(Br)cc1	3	11	7	13	2	14	-4	8
COc1ccc(-c2nc3nc(C)cc(C)n3n2)cc1	.	-44	-8	4	.	.	1	.
CCC(=O)NC(=S)Nc1cccc(NC(=O)c2ccco2)c1	-10	5	.	-6	-11	-4	.	3
c1ccc2c(c1)nc(-c1ccncc1)n2CCNc1nc(CN2CCCCC2)cs1	2	18	5	7	1	-27	3	-3
COc1ccc(NC(=O)CN(C)C(=O)CCc2ccccc2)cc1	0	-2	.	2	2	12	-1	-4
CCCNC(=O)N(C)C[C@@H]1Oc2ncc(-c3cccc(C#N)c3)cc2C(=O)N([C@@H](C)CO)C[C@@H]1C	7	-13	2	.	.	18	4	-8
C[C@H]1CN([C@@H](C)CO)C(=O)Cc2cc(NC(=O)CCN3CCOCC3)ccc2O[C@H]1CN(C)S(=O)(=O)c1cn(C)cn1	1	.	-10	.	-2	37	-6	-6
CC(=O)NCCNC(=O)C1(C)Cc2c(-c3ccccc3)ccnc2O1 (centres undefined)	-1	2	.	13	-3	-9	1	-2
CN(C)CC(=O)N1[C@H](CO)[C@H](c2ccccc2-c2ccccc2F)[C@@H]1C#N	-2	.	-3	-9	0	-2	.	15
COc1ccc2nc(N3CCCC(C(=O)NCCCN4CCN(C)CC4)C3)sc2c1 (centres undefined)	.	-36	70*	1	.	.	7	.
Nc1cccc2cccc([N+](=O)[O-])c12	2	34	-7	10	-1	0	-5	3
COCC#Cc1ccc2c(c1)O[C@@H](CN(C)C(=O)Nc1ccccc1F)[C@H](C)CN([C@@H](C)CO)S2(=O)=O	-5	.	-9	.	7	29	4	-3
C/C=C/c1cnc2c(c1)C(=O)N([C@H](C)CO)C[C@H](C)[C@@H](CN(C)CC1CCOCC1)O2	6	-2	1	-25	-3	-1	-2	-1
CCNC(=S)N1CCN(C(=O)C(Cc2ccccc2)NC(C)=O)CC1 (centres undefined)	-3	4	.	5	.	-7	8	-4
C/C(N)=N\S(=O)(=O)c1ccc(Cl)cc1	-4	.	10	.	-1	-4	.	.
Cn1cnc(S(=O)(=O)N[C@H]2C=C[C@@H](CC(=O)Nc3ccccc3)O[C@@H]2CO)c1	6	.	0	.	0	25	1	-1
O=C1CC(Cc2ccc(Br)cc2)C(=O)N1c1ccccc1 (centres undefined)	8	-32	12	3	0	7	-2	2
COc1ccc(C(=O)N(Cc2ccccc2)c2cccc(C)c2)cc1	1	-49	.	9	2	-1	-2	.
O=C(Nc1ccccc1C(F)(F)F)c1cc(-c2ccccc2O)on1	.	.	-7	9	.	-51	0	.
O=C(Nc1cccc(Cl)c1)N[C@@H]1CC[C@H](CCNC(=O)C2CCC2)O[C@H]1CO	-5	-6	-8	.	2	4	0	-3
O=C(Nc1ccccc1C(=O)NCc1cccnc1)c1ccco1	.	-9	-7	-3	.	.	4	.
C[C@H]1CN([C@@H](C)CO)C(=O)c2cc(NS(=O)(=O)c3ccc(F)cc3)ccc2O[C@@H]1CN(C)Cc1ccc(Oc2ccccc2)cc1	22	8	-11	-6	1	27	0	5
CCn1c(CNC(=O)c2ccco2)nnc1SCC(=O)c1ccccc1	-3	1	.	-7	-6	7	.	-7
Cc1ccc(S(=O)(=O)N(C)c2ccc(C(=O)NCc3cccnc3)cc2)cc1	-4	-8	2	-2	-3	-6	1	.
Fc1ccc(CNc2nc(-c3cccnc3)nc3ccccc23)cc1	-14	19	-2	-1	3	-1	-2	15
O=C(Nc1nccs1)c1ccc(-c2ccccc2[N+](=O)[O-])o1	-1	-190	-8	12	0	-67	1	.
COc1cc(C)cc(C(=O)O)c1C1=C(O)c2cccc(O)c2C(=O)C1=O	-2	.	6	.	1	-30	-2	-105
O=C(COc1ccc(Br)cc1)NCCO	-7	-8	.	8	10	-2	.	-6
O=C(CCN1C(=O)c2ccccc2C1=O)NCc1ccco1	-12	.	11	.	12	-3	-3	-4
CN(CC(=O)Nc1ccc(F)cc1)C(=O)COC(=O)c1ccc(=O)n(Cc2ccccc2)n1	-15	-11	-2	-2	2	38	-2	-5
CCn1c(N2CCN(S(=O)(=O)c3ccc(F)cc3)CC2)nc2ccccc21	0	14	9	3	2	16	.	-13
O=C(c1ccncc1)N1CCN(S(=O)(=O)c2cc(C(F)(F)F)cc(C(F)(F)F)c2)CC1	-9	-1	4	5	4	-9	5	3
COc1ccc(C(=O)NCc2nnc(SCC(=O)N3CCCC3)o2)cc1OC	-1	13	-1	.	-2	2	-2	.
C[C@H]1CN([C@@H](C)CO)C(=O)c2cccc(NC(=O)Nc3ccccc3)c2O[C@@H]1CN(C)S(=O)(=O)c1cn(C)cn1	0	.	-6	.	-5	0	-1	6
C[C@H]1CN([C@@H](C)CO)C(=O)c2ccccc2-c2ccccc2CO[C@H]1CN(C)C(=O)Oc1ccccc1	24	.	1	1	-4	-14	-1	0
Cn1c(=O)c2c(nc3n2CCS3)n(C)c1=O	-1	-2	2	-3	.	-11	3	-3
Nc1[nH]c(C(=O)c2ccccc2)c(-c2cccnc2)c1C(=O)c1ccccc1	-4	5	.	-3	3	-5	.	-16
COc1cccc(CNC(=O)C[C@@H]2CC[C@H](NC(C)=O)[C@@H](CO)O2)c1	-2	-8	-12	-15	2	17	-5	6
Cc1nn(CC(=O)OCC(=O)Nc2cccc(S(N)(=O)=O)c2)c(C)c1[N+](=O)[O-]	-2	-2	12	6	-3	-5	-3	-5
O=C(O)C1C2CCC(C2)C1C(=O)Nc1ccc(Cl)c(Cl)c1 (centres undefined)	6	12	.	-1	-3	0	.	5
Cc1ccc(C(=O)c2ccccc2C(=O)O)c(O)c1	-4	.	-4	.	-2	24	-1	14
CC(=O)N1CC(C)Sc2ccc(S(=O)(=O)NCCc3ccccc3)cc21 (centres undefined)	1	-18	-13	4	-1	-14	3	.
CC(C)(C)C1CCCCC1NC(=O)c1ccncc1 (centres undefined)	-2	16	-5	3	1	-3	0	1
Cc1cccc(CN2CCN(C3CN(Cc4cn(Cc5ccccc5C(F)(F)F)nn4)S(=O)(=O)C3)CC2)c1 (centres undefined)	3	1	-1	-4	3	-2	2	5
COc1cc2c(cc1NC(=O)CN(C)Cc1ccc(OC)c(OC)c1)oc1ccccc12	-1	25	.	.	9	-8	0	53*
O=C(N[C@H]1CC[C@@H](CCNC(=O)C2CC2)O[C@@H]1CO)c1ccncc1	-17	.	-4	.	0	-33	-3	0
CSCc1ccc(C(=O)NCC(c2cccs2)N2CCOCC2)cc1 (centres undefined)	15	-10	.	-7	3	-7	.	-10
O=C(Cc1ccc(Cl)cc1)SCc1ccccc1	-2	9	-3	0	-2	.	4	3
COc1ccc(S(=O)(=O)Nc2cccc3c2O[C@@H](CN(C)Cc2ccncc2)[C@H](C)CN([C@@H](C)CO)C3=O)cc1	-8	1	-2	.	0	7	-3	-8
Cc1cc(N2CCN(C(=O)OC(C)(C)C)C[C@H]2C)ccc1N1CCN(Cc2ccccc2)[C@H](C)C1	-1	28	.	6	2	-3	.	3
CCCNC(=O)C(Sc1ccccc1)c1ccccc1 (centres undefined)	3	4	.	2	5	4	5	.
CN(C)c1ccc(/C=C2/C=C(c3ccc4c(c3)CCCC4)OC2=O)cc1	4	-4	-2	5	.	-19	.	-6

# The closing two compounds of the section before are carried over, then new ones follow.
structure	S100A4 inh HTS	PAX8 reporter	PGC1a acetyl inh	FN deposition inh	ERAP1 inh	LGR2 antag	PglD inh	EWS-Fli inh
CCCNC(=O)C(Sc1ccccc1)c1ccccc1 (centres undefined)	3	4	.	2	5	4	5	.
CN(C)c1ccc(/C=C2/C=C(c3ccc4c(c3)CCCC4)OC2=O)cc1	4	-4	-2	5	.	-19	.	-6
CCOCCC(=O)Nc1ccc2c(c1)c(=O)n(C)n2-c1ccc2ccccc2c1	5	57	-25	.	1	-3	-1	56*
CC(=O)Nc1cccc(OCc2c(F)cccc2Cl)c1	-1	-25	38	5	1	24	.	4
CC(C)C(NC(=O)c1ccccc1)C(=O)OCC(=O)N1CCCC1 (centres undefined)	-3	-4	3	2	0	10	5	-3
O=C(CN1C(=O)S/C(=C\c2cccc(Cl)c2)C1=O)NC1C=CS(=O)(=O)C1 (centres undefined)	-1	10	-3	0	0	31	1	.
CC(C)C[C@H](NC(=O)N1c2ccccc2NC(=O)[C@@H]1C(C)C)C(=O)N1CCC[C@@H]1C(=O)O	-2	.	13	.	-2	7	0	-1
O=C(OCCN=C1NS(=O)(=O)c2ccccc21)c1cccc([N+](=O)[O-])c1	-2	-120	.	-1	-3	18	-4	-3
O=C(O)CNC(=O)c1ccc2c(c1)OCCO2	-17	.	6	.	0	13	0	.
CC(=O)c1ccc(N2CCN(C(=O)c3cccs3)CC2)c(F)c1	-1	-20	.	3	-2	-23	2	-22
CCc1nc2ccc(C(=O)NC3CCN(Cc4ccccc4)CC3)cn2c1N(C)Cc1cccs1	-9	16	-13	3	-2	1	1	9
CCOC(=O)Cn1nc(C)c(NC(=O)COc2cccc(Cl)c2)c1C	-2	5	3	3	1	6	.	1
Cc1ccc(S(=O)(=O)N[C@H](C(=O)N2CCC(C(=O)N[C@@H](CCC(N)=O)C(=O)O)CC2)C(C)C)cc1	0	.	4	.	.	.	-1	-6
O=C(Nc1ccc(Cl)cc1)N1C[C@@H]2[C@H](c3ccccc31)[C@@H](CO)N2C(=O)c1cccnc1	9	-26	-3	9	-1	-16	3	-25
COC(=O)N/N=C/c1sc(N2CCCCC2)nc1-c1cccs1	-22	7	-6	-11	-2	-3	5	-9
CC(C)CC#Cc1ccc2c(c1)O[C@@H](CN(C)Cc1ccccc1F)[C@H](C)CN([C@@H](C)CO)S2(=O)=O	0	.	10	-1	-1	-7	-3	22

# Screening results deposited in PubChem by Broad Institute.
